Source: PubChem
LEDGF integ inh = blocks HIV-1 LEDGF/p75-dependent DNA integration. TR-FRET IN-LEDGF/p75 DNA integration, Eu/Cy5. inhibition, % at 3.7 µM. 0.64% of 370,000 active;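 active means inhibition above the screen-wide mean plus 3 SD, cut at about 13% in these data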;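 further: signal is the Cy5 over europium emission ratio at 671 and 618 nm; 0% = plate median of compound wells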
HTRA1 inhibitor = inhibitors of human serine peptidase HTRA1; Q92743; 0.5% of 340,000 active; recombinant HTRA1, FP-rhodamine activity-based probe, fluorescence polarization; inhibition, % at 5.96 µM; in the data active means inhibition above about 36%;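 further: 0% = enzyme with DMSO and 100% = wells lacking enzyme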
Target sequence (Q92743 whole entry, looked up): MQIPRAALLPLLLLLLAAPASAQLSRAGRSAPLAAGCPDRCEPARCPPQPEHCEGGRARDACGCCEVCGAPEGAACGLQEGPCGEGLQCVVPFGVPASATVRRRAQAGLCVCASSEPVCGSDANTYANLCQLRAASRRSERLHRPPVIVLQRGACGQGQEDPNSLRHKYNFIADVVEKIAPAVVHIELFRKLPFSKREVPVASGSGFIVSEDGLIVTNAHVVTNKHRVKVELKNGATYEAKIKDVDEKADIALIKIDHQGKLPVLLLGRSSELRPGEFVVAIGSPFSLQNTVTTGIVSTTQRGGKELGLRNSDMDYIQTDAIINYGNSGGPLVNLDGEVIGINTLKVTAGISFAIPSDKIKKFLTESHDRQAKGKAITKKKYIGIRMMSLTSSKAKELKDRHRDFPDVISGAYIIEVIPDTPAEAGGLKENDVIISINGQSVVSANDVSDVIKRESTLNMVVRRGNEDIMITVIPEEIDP
UHRF1 binding = human UHRF1 methylated DNA binding inhibitors. UHRF1 binding to methylated oligo, TR-FRET. AID 687016. 0.75% of 370,000 active. inhibition, % at 4.4 µM; in the data active means inhibition above about 21%;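 further: UHRF1 SRA domain binding a hemimethylated CpG hairpin DNA probe; 0% = median of test compound wells and 100% = reference inhibitor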
TDP2 inh = TDP2 (human) inhibition, absorbance primary screen; recombinant TDP2, T5PNP hydrolysis, p-nitrophenol absorbance 415 nm; inhibition, % at 12.8 µM; 0.34% of 370,000 active;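 active means inhibition above the mean of all tested compounds plus 3 SD, set per campaign, cut at about 25% in these data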;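 further: 0% = DMSO with enzyme and 100% = buffer with substrate but no TDP2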
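Test system: Human TDP2 enzyme | Reagent: 5 mM T5PNP | Compound dosing: 12.8 µM single point, 1% DMSO | Incubation: Enzyme reaction with compound for 2 h at 37 °C | Technique: p-Nitrophenol epi absorbance | Read-out: % inhibition relative to enzyme-containing and enzyme-free wells | Benchmarks: High control without enzyme, low control DMSO plus TDP2 | Replicates: Singlicate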
PRMT1 FP inh = PRMT1 (human) inhibition, primary screen. 1.3% of 370,000 active. recombinant PRMT1, activity-based probe fluorescence polarization. inhibition, % at 2.79 µM. AID 652257. Q99873;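 active means inhibition above about 21% made by adding two undisclosed values, limit read from the data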
DDE Tn7 FP inh = DD(E)-Tn7 binding inhibition, primary FP screen. 0.13% of 370,000 active. AID 720508. FP displacement of FITC-Tn7 peptide from fibrin DD(E); 0% = median of compound wells per plate. inhibition, % at 8.3 µM;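 active means inhibition above the mean of compounds falling within the control limits plus 3 SD of them, cut at about 14% in these data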;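 further: 0% = plate median of compound wells and 100% = 10 µM Aha-Tn7 peptide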
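Assay system: human fibrin DD(E). Input: DD(E) 2 µM final. Medium: Tris buffer with calcium and detergent, pH 7.8. Compound dosing: single point at 8.3 µM. Timing: 10 min plus 3 h, room temperature. Technique: fluorescence polarization of the labelled Tn7 tracer. Read-out: percent inhibition. Replicates: singlicate testing.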
SIAE primary = blocks human sialic acid acetylesterase | SIAE FP-Rh probe binding, fluorescence polarization | inhibition, % at 9.66 µM | 0.69% of 370,000 active | AID 1053197;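 active means inhibition above a cutoff: mean of compounds within the control limits plus 3 SD of those, cut at about 17% in these data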;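 further: 0% = plate median of compound wells and 100% = probe without SIAE protein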
Target sequence (Q9HAT2 whole entry, looked up): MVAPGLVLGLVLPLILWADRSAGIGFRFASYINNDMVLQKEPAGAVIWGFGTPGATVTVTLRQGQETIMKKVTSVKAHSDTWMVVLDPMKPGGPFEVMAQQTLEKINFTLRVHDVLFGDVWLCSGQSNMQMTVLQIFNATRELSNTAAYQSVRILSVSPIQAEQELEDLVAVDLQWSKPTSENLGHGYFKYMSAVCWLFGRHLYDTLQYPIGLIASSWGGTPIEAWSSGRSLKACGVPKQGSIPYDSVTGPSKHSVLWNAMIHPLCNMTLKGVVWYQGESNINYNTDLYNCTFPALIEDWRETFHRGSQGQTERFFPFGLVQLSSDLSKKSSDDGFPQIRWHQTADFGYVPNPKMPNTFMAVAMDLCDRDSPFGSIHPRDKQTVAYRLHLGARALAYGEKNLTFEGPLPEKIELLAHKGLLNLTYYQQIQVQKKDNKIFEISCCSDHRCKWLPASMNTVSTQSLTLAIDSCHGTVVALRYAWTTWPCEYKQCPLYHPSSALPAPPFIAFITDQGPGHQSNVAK
mABHD4 FP = inhibits mouse alpha/beta hydrolase domain 4 | AID 720543 | inhibition, % at 8.92 µM | purified mABHD4, FP-Rh probe fluorescence polarization | Q8VD66 | 0.54% of 370,000 active;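 active means inhibition exceeding the mean over every tested compound plus 3 SD, cut at about 30% in these data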;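 further: 0% = plate median of compound wells and 100% = S159A mutant with DMSO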
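Assay system: Wild-type mouse ABHD4 protein | Medium: HEPES pH 7.0 buffer, 150 mM NaCl, 0.01% Pluronic F-127 | Incubation: Enzyme–compound pre-incubation 45 min, then probe 60 min, both 25 °C | Technique: Fluorescence polarization with parallel and perpendicular emission, 525/598 nm | Evaluation: % inhibition of FP-Rh probe binding versus controls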
PG9 binder = PG9 antibody binding by small molecule; TR-FRET gp120-PG9 antibody binding; inhibition, % at 6.7 µM; 0.43% of 360,000 active; in the data active means inhibition above about 8.5%
TCR-CD3 inh = blocks the human TCR-CD3 interaction; TAMRA-labeled TCR probe fluorescence, biochemical; 0.37% of 360,000 active; inhibition, % at 9.4 µM; AID 651800; in the data active means inhibition above about 19%;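 further: recombinant mutant TCR 2C K166C tagged with TAMRA read by polarization; 0% = receptor in buffer alone and 100% = receptor with positive control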
The depositor's hits bear a star; x = no result given.

LEDGF integ inh	HTRA1 inhibitor	UHRF1 binding	TDP2 inh	PRMT1 FP inh	DDE Tn7 FP inh	SIAE primary	mABHD4 FP	PG9 binder	TCR-CD3 inh	compound
-2	x	1	9	2	3	4	4	0.9	-7	CC(C)N1CCC1(C)C(=O)Nc1nc2ccccc2[nH]1 (configuration not stated)
1	0	-3	0	-2	-3	-7	1	-3.2	1	CCn1cc([N+](=O)[O-])c(C(=O)Nc2cc(C)on2)n1
2	4	-2	10	-2	4	14	-7	0.8	-4	COc1ccc(Cc2nc3ccc(C(=O)N(C)CCn4ccnc4)cc3o2)cc1OC
1	-17	-4	-5	1	0	-5	-4	-0.6	-3	O=C(CSc1ncn[nH]1)Nc1nc(-c2cccc([N+](=O)[O-])c2)cs1
-2	x	-2	0	0	7	1	1	1.1	-4	CCc1nc2ccc(C(=O)NCCN3CCOCC3)cn2c1N(CC)CCOC
-1	1	3	-5	0	-4	0	-3	2.0	-7	O=C(CN1C(=O)NC2(CCCC2)C1=O)N1CCN(c2ccccc2Cl)CC1
6	-14	0	2	-8	3	4	10	-1.7	3	COc1ccc(CN2CCN(S(=O)(=O)c3ccc(NC(C)=O)cc3)CC2)c(OC)c1OC
-1	-4	-2	5	-3	3	2	-2	-2.4	3	CC(/C=N/NC(=O)c1ccccc1F)=C\c1ccccc1
4	-11	1	-5	0	-2	-13	7	2.9	5	Cc1ccc(Oc2cc([N+](=O)[O-])cc3c2C(=O)Nc2ccccc2O3)cc1
6	11	-5	3	-4	4	-4	4	-0.6	11	CCOc1ccccc1N=NC1C(=O)N(C(N)=S)N=C1C (configuration not stated)
10	-8	-2	-7	3	9	4	-5	-1.6	3	Cc1ccc2nc(C3CCN(CC(=O)N4CCCCCC4)CC3)[nH]c2c1
-1	0	2	4	3	5	0	-10	-1.3	-8	COc1ccc(NC(=O)C2=CC(c3cccs3)=NS(=O)(=O)N2C)cc1
2	-1	-2	0	-3	0	8	-5	-2.0	-4	CCOc1ccc(OCC)c(NC(=O)CN(C)S(=O)(=O)c2cccc3nsnc23)c1
1	2	1	-2	1	-5	-6	0	-1.8	3	COc1ccccc1N1CCN(CCC(=O)Nc2ccc(F)cc2)CC1
-2	x	2	16	-2	1	5	1	-1.2	-1	NC(=O)c1ccc(-c2csnn2)cc1

3 structures already listed, arranged by molecular weight, rising.
LEDGF integ inh	HTRA1 inhibitor	UHRF1 binding	TDP2 inh	PRMT1 FP inh	DDE Tn7 FP inh	SIAE primary	mABHD4 FP	PG9 binder	TCR-CD3 inh	compound
-2	x	1	9	2	3	4	4	0.9	-7	CC(C)N1CCC1(C)C(=O)Nc1nc2ccccc2[nH]1 (configuration not stated)
4	-11	1	-5	0	-2	-13	7	2.9	5	Cc1ccc(Oc2cc([N+](=O)[O-])cc3c2C(=O)Nc2ccccc2O3)cc1
-2	x	-2	0	0	7	1	1	1.1	-4	CCc1nc2ccc(C(=O)NCCN3CCOCC3)cn2c1N(CC)CCOC

Further structures follow.
LEDGF integ inh	HTRA1 inhibitor	UHRF1 binding	TDP2 inh	PRMT1 FP inh	DDE Tn7 FP inh	SIAE primary	mABHD4 FP	PG9 binder	TCR-CD3 inh	compound
-1	1	0	1	3	7	2	-4	0.5	4	Cn1c(CC(=O)Nc2ccc(F)cc2)nnc1SCC(=O)NC1CCCCC1
1	-27	0	-1	1	-5	-5	-40	-0.3	0	O=C1OC(c2ccc(O)cc2)(c2ccccc2O)c2ccccc21 (configuration not stated)
-2	-28	2	-7	0	-6	-3	-6	-0.1	-2	CC(=O)c1cccc(NC(=S)NCCC2=CCCCC2)c1
3	0	0	-2	5	-7	-3	11	-0.2	6	O=C(Nc1ccnn1C1CCN(Cc2ccccc2)CC1)c1ccccc1Cl
0	x	-1	5	-3	7	8	-2	0.2	13	Cc1cc(OCC(O)CNC(C)(C)C)ccc1Cl (configuration not stated)
1	0	4	8	0	7	5	-2	1.2	6	COc1cc(S(=O)(=O)n2nc(C)cc2C)ccc1Cl
-2	1	0	-1	-2	1	2	1	-4.1	2	Nc1cccnc1Sc1ccc(Cl)cc1
3	-1	0	5	2	3	2	-1	-0.5	-5	CN(C)c1cc[n+](CC[n+]2ccc(N(C)C)cc2)cc1
-1	0	0	0	0	7	7	-7	-1.6	4	COc1cccc(NC(=O)Nc2cc(C(=O)NCC3CCCO3)ccc2N2CC3CC(C2)c2cccc(=O)n2C3)c1 (configuration not stated)
1	x	1	-11	7	-6	6	13	-2.2	-3	Nc1nc2ncccn2c1-c1ccc(F)cc1
-3	x	8	-10	7	-4	-4	-23	0.1	-9	CCc1ccc2c(c1)NC(=O)C2(C)Cc1ccc(Cl)s1 (configuration not stated)
5	x	-3	-6	-7	-3	0	3	-0.3	8	COc1ccc(C(N)c2csc(Nc3ncccn3)n2)cc1 (configuration not stated)
1	2	-4	11	-2	-3	-3	4	0.7	4	O=C(c1cccc(F)c1)N1CCCC(C(=O)N2CCCCC2)C1 (configuration not stated)
-1	6	3	6	1	12	-3	-1	0.3	-5	COC(=O)c1ccc(COc2ncnc3sccc23)cc1
5	1	0	-13	-4	-6	-1	-1	-1.5	-5	O=C(NC1CCCCC1)C1CCCN1C(=O)Nc1ccccc1 (configuration not stated)
-3	x	4	2	5	-4	6	7	-0.8	1	CC1(C)CC(=O)C=C(NCCc2c[nH]c3ccccc23)C1
0	-4	3	-15	-1	1	1	3	0.7	-7	O=C(NC1CCCCC1)c1cccc(Cn2cc(Cl)cn2)c1
-1	-2	1	-3	7	1	3	-3	-0.2	-1	O=C1c2ccccc2C(=O)N1CCN1CCCCC1
-1	11	-18	19	7	3	3	4	-36	6	O=C1c2ccccc2C(=O)c2c1cccc2N(CCO)CCO
0	2	-3	-9	0	6	-2	-6	-0.7	7	O=C1CCC(c2ccccc2)N1C(=O)c1cccnc1 (configuration not stated)
1	-6	-3	10	-1	-4	3	-7	2.5	1	O=C(C1CC1)N1N=C2CCCCC2C1(O)C(F)(F)F (configuration not stated)
-1	x	18	-8	-2	1	-14	-7	0.8	4	Cc1ccc(-c2nc3c4ccccc4ccn3c2Cc2cccc(Cl)c2)cc1
2	6	2	5	1	6	9	0	-2.4	3	COC(CNC(=O)c1c[nH]c2ccc(S(=O)(=O)N3CCOCC3)cc2c1=O)OC
2	0	-1	-4	-1	5	2	-3	-0.8	4	Cc1nn(C)c(C(=O)NC(=S)Nc2ccc([N+](=O)[O-])cc2)c1Cl
-1	x	-1	2	-4	-8	3	-3	0.2	1	Cc1cc(C(=O)N2CCC2(C)C(=O)Nc2cccc3c2CCCC3)nn1C (configuration not stated)
1	7	-1	9	-1	8	3	3	0.9	4	Cc1ccc(-c2cc(C(=O)NCC3CCCO3)c3ccccc3n2)cc1C (configuration not stated)
-5	-7	1	-12	15	4	5	-16	-2.1	1	COc1ccc(OC)c(NC(=O)CSc2nnc(Cc3cccn3C)n2-c2ccc(F)cc2)c1
-2	3	0	6	0	7	0	-2	1.5	-2	N#Cc1ccccc1OCC(=O)NNC(=O)CNC(=O)c1ccc(Br)o1
-4	2	0	-12	1	5	10	0	1.0	0	O=[N+]([O-])c1cccnc1N1CCN(c2ccc(F)cc2)CC1
0	6	1	-6	-2	-2	-4	8	0.9	1	Cc1onc(-c2ccccc2Cl)c1C(=O)Nc1cccnc1
4	10	-2	5	1	-6	-1	2	-0.8	3	COc1ccc2c(c1)C(NC(=O)C(F)(F)F)CC2=O (configuration not stated)
-1	-30	1	-4	-1	3	2	-4	-0.9	2	COc1ccccc1NS(=O)(=O)CC12CCC(CC1=O)C2(C)C (configuration not stated)
5	x	4	-5	-5	-5	12	-5	x	x	O=C(NC1CCCC1)C1(C(=O)C2CC2)CC(c2ccccc2C(F)(F)F)=NO1 (configuration not stated)
1	4	3	-8	2	-1	-2	4	1.7	-1	Cc1ccccc1N=C1NC(=O)CS1
-1	8	-1	-12	1	-2	13	0	0.0	-4	Cc1ccccc1OCc1nnc(SC(C)C(=O)O)n1-c1ccccc1 (configuration not stated)
0	8	1	0	1	7	-2	-3	1.1	-2	C[C@@H]1CC[C@]2(O[C@H](CCO)C[C@H](O)[C@H]2O)O1
1	9	1	-6	3	-5	0	1	0.9	9	CCOC(=O)CCCNC(=O)CSc1nc2ccc(OCC)cc2[nH]1
1	-2	-2	2	-2	-4	1	6	-2.0	6	CC(NS(=O)(=O)c1ccc(Br)cc1)C(=O)Nc1nc2ccccc2[nH]1 (configuration not stated)
2	0	-2	4	2	-3	-2	0	-2.6	-3	CCNS(=O)(=O)c1ccc(NC(=O)c2ccc(Cn3cc([N+](=O)[O-])cn3)o2)cc1
-1	-3	0	2	-1	0	-14	-5	-0.1	2	CC(C)C(=O)Nc1ccccc1Cc1ccccc1
3	-20	2	-7	5	5	-8	-5	0.5	-9	CCn1c(COc2ccccc2C)nnc1SCC(=O)CC(=O)Nc1ccccc1OC
-1	-17	-2	0	-2	4	4	0	0.3	-8	O=C(c1ccco1)c1cn(CC(=O)N2CCCc3ccccc32)c2ccccc12
0	-1	-3	8	-3	1	5	-4	-3.7	-7	O=C(CNC(=O)c1ccccc1F)NCCN1C(=O)S/C(=C\c2ccccc2Cl)C1=O
-1	3	-1	13	-3	-3	10	3	-2.9	2	N#CCN1CCC2(O)CCCCC2C1c1ccc2c(c1)OCO2 (configuration not stated)
4	9	-2	-3	-5	-5	2	3	-3.6	-2	Cc1ccccc1N1C(=O)Cc2ccccc2C1=O
0	2	-3	0	-1	6	4	0	0.6	9	CCOC(=O)c1cnc2c(C#N)c(C)nn2c1C
-5	-2	0	6	-1	9	1	-1	-0.7	5	C=CCn1c(SCC(N)=O)nnc1-c1cc2c(s1)CCC(CC)C2 (configuration not stated)
0	7	4	0	2	7	3	1	0.4	1	CCc1c(C2(O)CCCCC2)[nH]c2cnccc12
0	1	4	-5	6	-3	-2	1	0.3	-3	CCOC(=O)[C@H]1[C@H]2COc3ccc(Cl)cc3[C@@H]2N2C(=O)[C@@H](C)NC(=O)[C@@]12C
18*	-8	0	-8	25*	-1	-4	-33	-0.5	1	CC(=O)Nc1ccc(C(=O)Nc2nc(-c3cc(C)n(Cc4ccccc4)c3C)cs2)cc1
0	-25	2	4	2	-6	-3	-9	1.2	-2	Cc1cc(NC(=O)c2ccoc2C)ccc1Br

Quoted from the listing.
CCOC(=O)c1cnc2c(C#N)c(C)nn2c1C in TCR-CD3 inh = 9
CCc1c(C2(O)CCCCC2)[nH]c2cnccc12 in TDP2 inh = 0
C=CCn1c(SCC(N)=O)nnc1-c1cc2c(s1)CCC(CC)C2 (configuration not stated) in mABHD4 FP = -1
CC(=O)Nc1ccc(C(=O)Nc2nc(-c3cc(C)n(Cc4ccccc4)c3C)cs2)cc1 in PRMT1 FP inh = 25*
Cc1cc(NC(=O)c2ccoc2C)ccc1Br in LEDGF integ inh = 0
CCOC(=O)[C@H]1[C@H]2COc3ccc(Cl)cc3[C@@H]2N2C(=O)[C@@H](C)NC(=O)[C@@]12C in SIAE primary = -2
